Compound activity deposited in PubChem by NCI.
All columns: NCI-60 one-dose screen, growth in % after 48 h at 10 µM unless noted; 100 = growth as untreated, 0 = no growth, -100 = all killed.
EKVX: EKVX NSCLC | 3% of 71,000 active
CCRF-CEM: CCRF-CEM leukemia. 7% of 77,000 active. AID 1794778
MOLT-4: MOLT-4 leukemia cells | 6.9% of 80,000 active | AID 1794779
A549/ATCC: A549/ATCC NSCLC; 3.7% of 81,000 active; AID 1794740
RPMI-8226: RPMI-8226 leukemia cells | 7.5% of 77,000 active | AID 1794781
SR: SR leukemia cells. 8.7% of 73,000 active. AID 1794780
HOP-62: HOP-62 NSCLC | AID 1794735 | 3.9% of 80,000 active
HOP-92: HOP-92 NSCLC cells. 6.3% of 71,000 active
* hit, by the source's call; / = not tested or not shown; & = joins results of further samples. Rule for the calls: active = growth percent below 10; inactive = the rest.

SMILES	EKVX	CCRF-CEM	MOLT-4	A549/ATCC	RPMI-8226	SR	HOP-62	HOP-92
CN(C)CCCOc1ccc(NC2=C(Cl)C(=O)C(Nc3ccc(OCCCN(C)C)cc3)=C(Cl)C2=O)cc1	-89*	-31*	-23*	-56*	-44*	-1.6*	-98*	-75*
CCN(c1cc(-c2ccc(CN3CCN(C(=O)CCCCCCCCCCC(=O)N[C@H](C(=O)N4C[C@H](O)C[C@@H]4C(=O)NCc4ccc(-c5scnc5C)cc4)C(C)(C)C)CC3)cc2)cc(C(=O)NCc2c(C)cc(C)[nH]c2=O)c1C)C1CCOCC1	52	39	48	76	35	62	81	/
COC(=O)C1C(C)=Nc2c(N)ncnc2NC1c1ccc(Cl)cc1 (stereo not given)	91	100	120	104	96	98	98	86
CC1=CC(C)(C)NC(=S)N1c1ccc2ccccc2c1	93	87	86	/	81	86	98	86
CC1([N+](=O)[O-])COC2(CCCCC2)OC1	120&116	113&67	96&100	92&106	104&100	114&97	109&100	97&68
Cc1nc2ccc(Cl)cn2c1-c1nnc(SCc2ccc(F)cc2)o1	75	94	95	88	/	/	71	67
COc1ccc(-c2nc3ccc(C(=O)N=Nc4c(O)[nH]c5ccc(Br)cc45)cc3[nH]2)cc1	118	96	/	105	112	/	90	116
Cn1c(=O)[nH]c(=O)c2[nH]c(-c3cc4ccccc4[nH]c3=O)nc21	96	/	108	114	/	66	106	/
CC(C)(C)CC(C)(O)C(C)(O)CC(C)(C)C (stereo not given)	101	113	109	111	117	104	/	94
O=C(Nc1ccc(I)cc1)c1cccc([N+](=O)[O-])c1O	8.5*	26	8.5*	15	6.9*	32	24	-5.0*
COc1cc(Cl)ccc1C(=O)Nc1nc2ccccc2[nH]1	50	92	75	62	72	64	76	80
CN(C)c1ccc(C(=O)C(NCCO)c2ccccc2)cc1 (stereo not given)	95	112	96	93	108	105	87	91
COc1ccc(C2CCCCC2SCC(=O)O)cc1OC (stereo not given)	105	98	93	98	99	121	91	92
CCc1c(C(=O)N[C@@H](C(=O)OCc2ccccc2)C(C)O)[nH]c2ccc(Cl)cc12 (stereo not given in full)	74	80	91	70	83	35	66	74
COc1ccc(C2C(C#N)=C(N)Oc3cc(O)ccc32)cc1 (stereo not given)	91	85	85	89	90	92	100	86
CCN(CC)C(=O)c1ccc(O)c(OC)c1	99&107	90&75	88&99	101&101	88&85	97	110&95	78&110
COc1ccc(-c2n[nH]c(=O)c3c2sc2ncc(-c4ccc(C)cc4)n23)cc1	88	76	60	95	94	84	92	/
N=c1c(S(=O)(=O)c2ccccc2)cc2c(=O)n3ccccc3nc2n1Cc1cccnc1	98	112	103	105	109	114	97	104
CCCC1(C2CCCC2)NC(=O)NC1=O (stereo not given)	109&117	99&96	113&92	99&103	113&97	90	105&100	90
O=C1Nc2c(sc3ccc(Cl)cc23)C(c2ccccc2O)N1 (stereo not given)	78	104	85	101	/	81	86	79
COc1ccc(-c2nnc3ccc(N/N=C/c4ccc(C)cc4)nn23)cc1	68	92	/	33	94	/	70	19
COc1ccc(NC(=O)Cn2cccc(NC(=O)OCc3ccccc3)c2=O)cc1	/	97	113	97	103	119	99	95
COc1cc(Br)c(-c2nc(-c3ccccc3)c(-c3ccccc3)n2CC(C)C)cc1OC	67	73	44	51	49	48	111	31
N#C/C(=C\c1ccc(-c2ccc(F)cc2)o1)c1nc(-c2ccco2)cs1	40	84	92	103	/	86	97	94
COc1ccc(-c2cc(-c3ccc(Cl)cc3)c(C#N)c(=O)n2CCCCC(=O)Nc2ccccc2N)cc1	47	42	48	44	0.1*	16	64	-3.5*

Further results
SMILES	EKVX	CCRF-CEM	MOLT-4	A549/ATCC	RPMI-8226	SR	HOP-62	HOP-92
COc1nc(=O)n(C2CCCO2)cc1C (stereo not given)	103	98	114	116	105	119	102	102
COc1ccc(C2=CN3CC=CC3CC2=O)cc1 (stereo not given)	87	106	96	87	104	94	91	107
C/C(CC/C(C)=N/NC(N)=O)=N/NC(N)=O	97	101	106	100	107	100	95	104
N#CCCN=Nc1c(O)[nH]c2ccc([N+](=O)[O-])cc12	91	103	100	114	105	/	99	102
O=C(O)C(Cc1ccc(O)cc1)N1C(=O)c2ccccc2C1=O (stereo not given)	95	85	99	94	97	101	85	98
COc1ccc(C2=NN(C(C)=O)C(c3ccc(Cl)cc3)C2)cc1S(N)(=O)=O (stereo not given)	93	94	98	98	97	/	94	95
COc1ccc2cc(-c3nn(CC4CCN(C)CC4)c(N)c3C(N)=O)ccc2c1	95&103	93&93	73&93	86&80	98&90	88&103	93&95	72&79
Cc1ccc(C(=O)CSc2n[nH]c(-c3ccncc3)n2)cc1	98	104	98	99	89	96	100	100
O=C(c1ccc(O)cc1)C1[C@H](c2ccc(Cl)cc2)[C@@H](c2ccccc2)NC12C(=O)Nc1ccc(Cl)cc12 (stereo not given in full)	48	40	10	33	26	9.5*	65	35
CCCCOC1CCS(=O)(=O)C1 (stereo not given)	96	77	99	101	111	/	99	87
CCN(CC)CCCC(C)NCCCNc1cccc2cccnc12 (stereo not given)	101	97	94	106	97	91	83	92
COC(=O)/C=C/c1cccc2c1C(=O)NC(C)(c1cc3ccccc3oc1=O)N2 (stereo not given)	78	84	63	68	83	59	72	51
CC1(c2cc3ccccc3oc2=O)NC(=O)c2c(/C=C/C(=O)OC3CC4CCC3(C)C4(C)C)cccc2N1 (stereo not given)	99	103	108	107	101	96	107	107
CC(C)(C)SC(C)(C)C	96	/	111	100	103	121	106	93
CC(=O)N(C)c1cc(Cl)ccc1O	103	103	100	109	104	/	111	98
COc1ccc(C2CC(=O)N(c3cc(OC)c(OC)c(OC)c3)C3=NC(=O)N(C)C32)cc1 (stereo not given)	96	105	108	103	104	108	99	97
Cc1ccc(-c2cc(C(=O)Nc3ccc(S(=O)(=O)N4CCCCC4)cc3)[nH]n2)c(O)c1	/	46	39	52	43	15	91	56
CC(Nc1ccc2c(c1)C(=O)c1ccccc1C2=O)C(=O)Nc1ccc2c(c1)C(=O)c1ccccc1C2=O (stereo not given)	84	72	53	/	64	63	104	110
O=C(NNC(=S)Nc1ccccc1)c1ccncc1	117	94	104	107	97	99	106	90
CCCCCCCCOc1cc(/C=N/Nc2cc(C)nc3ccc(Cl)cc23)cc(OCCCCCCCC)c1OCCCCCCCC	108	115	99	105	109	115	107	117
CC(C)NCCCNC1=C(Cl)C(=O)c2ccccc2C1=O	80	77	-46*	82	68	-23*	98	110
CC(CCc1ccccn1)C(=O)C(C)CCc1ccccn1 (stereo not given)	109	81	101	101	/	95	104	/
C/C(Cc1ccc(Cl)cc1)=C(/c1ccc(Cl)cc1)c1ccc(OCCN2CCCCC2)cc1	98	89	82	101	97	13	95	107
ClCC1CSC(c2ccccc2)O1 (stereo not given)	/	106	105	91	106	95	94	109
CON=C1CCC(C(C)(C)C)CC1 (stereo not given)	/	105	98	105	99	/	106	/

Going on with the list:
SMILES	EKVX	CCRF-CEM	MOLT-4	A549/ATCC	RPMI-8226	SR	HOP-62	HOP-92
O=C(COc1ccc(-c2nc3ccccc3[nH]2)cc1)N=Nc1c(O)[nH]c2ccc(Cl)cc12	96	28	23	99	57	11	100	93
O=C(Nc1ccccc1O)c1ccc(CNC(=O)c2ccsc2Nc2ccnc(C(F)(F)F)c2)cc1	38	5.4*	4.6*	28	-1.1*	22	48	-2.3*
CCNCc1ccncc1	/	95	92	99	99	/	104	107
CC(=O)c1c(C)[nH]c(-c2nc3ccc(N4CCN(C)CC4)cc3[nH]2)c1-c1ccc(N(C)C)cc1	35	36	46	40	0.3*	33	25	33
COc1ccc2c(c1)CCC(c1nc3ccc(C)cc3[nH]c1=O)C2=O (stereo not given)	52	96	89	105	101	/	88	83
N#Cc1nc(-c2cccs2)oc1N1CCN(S(=O)(=O)c2ccccc2)CC1	99	114	/	95	93	/	106	98
Cc1ccccc1Nc1ncnc2[nH]ncc12	94	108	110	92	105	110	106	101
CC(C)CC(C(=O)O)N1C(=O)/C(=C\c2ccc(-c3ccc(Cl)cc3)o2)SC1=S (stereo not given)	77	97	102	105	103	105	113	93
CC(C)Cn1c(O)c(N=Nc2nc(-c3cc4ccccc4oc3=O)cs2)c2ccccc21	106	107	113	110	116	107	101	/
CCCC[n+]1c(/C=C\c2c(OC)cc(OC)cc2OC)ccc2ccccc21	/	1.3*	-23*	-23*	-26*	-35*	14	-20*
COc1cc2c(c(OC)c1OC)-c1ccc(SC)c(=O)cc1[C@@H](NC1OC(CO)C(O)C(O)C1O)CC2 (stereo not given in full)	/	4.9*	1.4*	10	20	-22*	26	78
N#C/C(=C/c1cccc(Oc2ccccc2)c1)c1ccccc1	100	95	95	86	94	89	/	103
CCOC(=O)CSc1c(-c2ccccc2)c2cc(Cl)ccc2[nH]c1=O	/	96	88	102	/	76	95	100
Cn1c(=O)c2[nH]c(CN)nc2n(C)c1=O	101	99	111	111	106	112	120	80
O=c1nc2s/c(=C\c3ccccc3Cl)c(=O)n2c2nc(-c3ccccc3)c(-c3ccccc3)nc12	100	105	108	100	109	105	100	88
[O-][n+]1c(Cl)cc(Cl)c2ccccc21	77	87	89	92	95	89	103	89
O=C(Nc1ccccc1)Nc1ccc(Cl)c(Cl)c1	75	51	74	45	24	/	75	28
O=[N+]([O-])c1ccc(N/N=C/c2ccccc2)nc1	116	82	99	100	/	87	120	/
C=C(CN1CCN(c2cccc(C(F)(F)F)n2)CC1)c1ccc(C(=O)Nc2ccccc2N)cc1	47	-32*	-15*	27	4.4*	-21*	21	-12*
CC(=O)Nc1cc(N)ccc1C	114	96	99	92	98	92	101	95
CC(=O)O[C@H](C)[C@H]1O[C@H]2CC(=O)O[C@H]2[C@@H]1O	90	106	109	97	106	102	97	106
N=C(N)c1ccc(N=Nc2ccc(O)c3c2ccc[n+]3[O-])cc1	81	79	68	64	79	70	88	85
CC(C)Sc1nc(-c2ccc(OCc3ccccc3)cc2)c(C#N)c(=O)[nH]1	84	90	98	86	80	114	99	69
O=C(Nc1ccc(Cl)cc1)Nc1nc2ccc(OC(F)(F)F)cc2o1	/	80	76	75	/	/	114	72
COc1ccc(-n2nc(C)c3c(Nc4ccc(NC(=O)Nc5ccc(Cl)c(C(F)(F)F)c5)cc4)ncnc32)cc1	6.6*	17	8.3*	7.0*	0.1*	21	-15*	-19*

Later entries
SMILES	EKVX	CCRF-CEM	MOLT-4	A549/ATCC	RPMI-8226	SR	HOP-62	HOP-92
COc1ccc([C@@H]2[C@@H](O)C(=O)N2c2cc(OC)c(OC)c(OC)c2)cc1Cl	52	20	/	22	28	/	24	-2.9*
N#Cc1ccc2cc1OC/C=C\COc1cc([N+](=O)[O-])ccc1NS(=O)(=O)N2	100	92	81	96	96	87	94	173
CO[C@H]1CC[C@H](C)[C@@H]([C@@H](C)[C@@H](O)[C@@H](C)[C@@H](O)[C@@H](C)COC(=O)c2ccc(Br)cc2)O1	/	112	113	97	104	99	100	88
CC(=O)c1c(O)cc2c3c1OC(C)(C)C1CCC(C)(CC31)O2 (stereo not given)	/	106	79	98	54	87	106	92
O=C(COc1ccc(Cl)cc1Cl)Oc1coc(CSc2nc3ccccc3s2)cc1=O	106	89	86	28	87	99	107	110
CC(=O)CCN1CCOCC1	94	110	108	100	117	108	108	/
C[C@@H]1CC[C@@H]2[C@@H]1[C@H](OC(=O)/C=C/c1ccccc1)[C@]1(C3CCCCC3)C[C@@H](OC(=O)CO)[C@@]2(C)O1	69	63	62	53	45	/	86	55
CC(CS)CS	/	108	97	98	114	87	91	101
CCCS(=N)(=O)CCC(N)C(=O)O (stereo not given)	91	108	104	100	113	/	103	31
Cc1cc(=O)oc2cc(Oc3nc(-c4cccs4)cn4c(-c5cccs5)cnc34)ccc12	64	95	79	59	70	46	59	7.7*
O=C(CCCc1ccccc1)c1ccccc1	102	91	85	100	89	91	105	90
COC1(C)NC(Cl)=C(C#N)C(C#N)(C#N)C1(C)C (stereo not given)	97	/	63	113	112	106	100	107
CN1C(=O)N(C)C2Nn3c(s/c(=C4\C(=O)N(CCc5ccccc5)c5ccccc54)c3=O)=NC21 (stereo not given)	58	53	71	56	57	30	76	93
CN1CCN(c2ccc(Nc3nc(NCCNC(=O)c4ccc(C(F)(F)F)cc4)c4sccc4n3)cc2)CC1	60	-31*	/	28	-40*	/	19	-15*

Gathered by group, those above with a cyano group.
SMILES	EKVX	CCRF-CEM	MOLT-4	A549/ATCC	RPMI-8226	SR	HOP-62	HOP-92
COc1ccc(C2C(C#N)=C(N)Oc3cc(O)ccc32)cc1 (stereo not given)	91	85	85	89	90	92	100	86
N#C/C(=C\c1ccc(-c2ccc(F)cc2)o1)c1nc(-c2ccco2)cs1	40	84	92	103	/	86	97	94
COc1ccc(-c2cc(-c3ccc(Cl)cc3)c(C#N)c(=O)n2CCCCC(=O)Nc2ccccc2N)cc1	47	42	48	44	0.1*	16	64	-3.5*
N#CCCN=Nc1c(O)[nH]c2ccc([N+](=O)[O-])cc12	91	103	100	114	105	/	99	102
N#Cc1nc(-c2cccs2)oc1N1CCN(S(=O)(=O)c2ccccc2)CC1	99	114	/	95	93	/	106	98
N#C/C(=C/c1cccc(Oc2ccccc2)c1)c1ccccc1	100	95	95	86	94	89	/	103
CC(C)Sc1nc(-c2ccc(OCc3ccccc3)cc2)c(C#N)c(=O)[nH]1	84	90	98	86	80	114	99	69
N#Cc1ccc2cc1OC/C=C\COc1cc([N+](=O)[O-])ccc1NS(=O)(=O)N2	100	92	81	96	96	87	94	173
COC1(C)NC(Cl)=C(C#N)C(C#N)(C#N)C1(C)C (stereo not given)	97	/	63	113	112	106	100	107

Looked up above:
In HOP-92, `CC(CS)CS` is listed with 101
In HOP-92, `CC(=O)c1c(O)cc2c3c1OC(C)(C)C1CCC(C)(CC31)O2` (stereo not given) is listed with 92
